SIAE primary: blocks human sialic acid acetylesterase | inhibition, % at 9.66 µM | 370,000 tested, 0.69% active | SIAE FP-Rh probe binding, fluorescence polarization;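 active means inhibition above a cutoff: mean of compounds within the control limits plus 3 SD of those, cut at about 17% in these data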;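 further: 0% = plate median of compound wells and 100% = probe without SIAE protein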
mABHD4 FP: inhibits mouse alpha/beta hydrolase domain 4 | Q8VD66 | purified mABHD4, FP-Rh probe fluorescence polarization | inhibition, % at 8.92 µM | 370,000 tested, 0.54% active | AID 720543;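 active means inhibition exceeding the mean over every tested compound plus 3 SD, cut at about 30% in these data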;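 further: 0% = plate median of compound wells and 100% = S159A mutant with DMSO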
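Assay system: Wild-type mouse ABHD4 protein | Medium: HEPES pH 7.0 buffer, 150 mM NaCl, 0.01% Pluronic F-127 | Incubation: Enzyme–compound pre-incubation 45 min, then probe 60 min, both 25 °C | Technique: Fluorescence polarization with parallel and perpendicular emission, 525/598 nm | Evaluation: % inhibition of FP-Rh probe binding versus controls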
TCR-CD3 inh: human TCR-CD3 binding inhibition; inhibition, % at 9.4 µM; TAMRA-labeled TCR probe fluorescence, biochemical; 360,000 tested, 0.37% active; in the data active means inhibition above about 19%;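 further: recombinant mutant TCR 2C K166C tagged with TAMRA read by polarization; 0% = receptor in buffer alone and 100% = receptor with positive control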
HTRA1 inh: inhibitors of human serine peptidase HTRA1. Q92743. recombinant HTRA1, FP-rhodamine activity-based probe, fluorescence polarization. inhibition, % at 5.96 µM. 340,000 tested, 0.5% active; in the data active means inhibition above about 36%;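 further: 0% = enzyme with DMSO and 100% = wells lacking enzyme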
NPR1 activator: GC-A (human) enzyme activation; P16066; HEK293 GC-A cells, cGMP TR-FRET, EC30 ANP; 0% at EC30 ANP, 100% saturating ANP; activation, % at 10 µM; 370,000 tested, 0.14% active; in the data active means activation above about 40%
Target sequence (P16066 whole entry, looked up): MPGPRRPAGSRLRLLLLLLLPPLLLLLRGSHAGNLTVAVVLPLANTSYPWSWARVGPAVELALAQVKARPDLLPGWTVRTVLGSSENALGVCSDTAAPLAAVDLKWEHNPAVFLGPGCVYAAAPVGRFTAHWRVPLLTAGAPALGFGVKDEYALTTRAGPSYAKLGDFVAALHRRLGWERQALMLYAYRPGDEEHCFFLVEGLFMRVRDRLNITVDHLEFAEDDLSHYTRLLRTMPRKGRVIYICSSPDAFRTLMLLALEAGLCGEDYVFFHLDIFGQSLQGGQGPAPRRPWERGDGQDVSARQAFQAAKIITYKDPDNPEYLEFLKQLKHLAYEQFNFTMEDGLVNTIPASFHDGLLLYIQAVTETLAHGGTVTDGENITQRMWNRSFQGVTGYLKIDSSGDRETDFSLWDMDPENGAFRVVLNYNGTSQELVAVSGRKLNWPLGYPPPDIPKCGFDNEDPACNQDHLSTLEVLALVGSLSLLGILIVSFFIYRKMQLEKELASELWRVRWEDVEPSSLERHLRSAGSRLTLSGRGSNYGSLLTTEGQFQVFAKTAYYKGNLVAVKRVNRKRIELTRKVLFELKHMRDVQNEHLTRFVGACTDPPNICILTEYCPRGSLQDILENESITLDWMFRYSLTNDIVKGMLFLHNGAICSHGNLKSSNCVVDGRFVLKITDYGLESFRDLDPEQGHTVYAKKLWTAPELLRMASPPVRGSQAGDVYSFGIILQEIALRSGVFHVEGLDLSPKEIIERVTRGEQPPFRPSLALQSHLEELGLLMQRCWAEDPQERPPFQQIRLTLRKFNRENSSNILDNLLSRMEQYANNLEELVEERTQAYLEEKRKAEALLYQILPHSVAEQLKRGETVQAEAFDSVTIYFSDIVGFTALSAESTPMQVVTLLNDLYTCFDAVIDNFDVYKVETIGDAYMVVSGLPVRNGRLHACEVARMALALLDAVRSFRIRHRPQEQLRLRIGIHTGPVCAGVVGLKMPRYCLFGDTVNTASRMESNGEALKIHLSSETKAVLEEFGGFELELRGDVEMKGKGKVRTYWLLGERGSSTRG
NPR2 activator: GC-B (human) receptor activation; activation, % at 10 µM; HEK293-GC-B cells, CNP EC30, cGMP TR-FRET; 0% at EC30 CNP, 100% saturating CNP; AID 1920062; 370,000 tested, 0.11% active;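 active means activation at 10 µM reaching about 35% in either raw or pattern-adjusted values, limit read from the data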
MBD2 DNA inh: inhibitors of human MBD2 binding to methylated oligonucleotide. Q9UBB5. TR-FRET. inhibition, % at 4.4 µM. 370,000 tested, 0.31% active; in the data active means inhibition above about 13%
PRMT1 inh: PRMT1 (human) inhibition, primary screen; Q99873; 370,000 tested, 1.3% active; recombinant PRMT1, activity-based probe fluorescence polarization; inhibition, % at 2.79 µM;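 active means inhibition above about 21% made by adding two undisclosed values, limit read from the data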
UHRF1 MBD2 ctr: human UHRF1 methylated DNA binding inhibitors | 370,000 tested, 0.75% active | UHRF1 binding to methylated oligo, TR-FRET | inhibition, % at 4.4 µM | AID 687016; in the data active means inhibition above about 21%;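 further: UHRF1 SRA domain binding a hemimethylated CpG hairpin DNA probe; 0% = median of test compound wells and 100% = reference inhibitor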
rCAG RNA binder: molecules binding r(CAG) RNA repeats; r(CAG) RNA repeat, TO-PRO-1 dye displacement fluorescence; inhibition, % at 3 µM; 370,000 tested, 1.3% active;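 active means inhibition above the plate cutoff, the mean of all test compounds on that plate plus 3 SD, cut at about 35% in these data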;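 further: 0% = DMSO alone and 100% = 100 µM mitoxantrone as full dye displacement; higher means more dye released from RNA so lower well fluorescence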
An asterisk follows results filed as active; x = not tested or not shown. The list is partial, so the mix of outcomes need not match the whole.

structure	rCAG RNA binder	NPR1 activator	HTRA1 inh	mABHD4 FP	NPR2 activator	UHRF1 MBD2 ctr	MBD2 DNA inh	PRMT1 inh	SIAE primary	TCR-CD3 inh
NS(=O)(=O)c1ccc(NC(=S)NC2CCCC2)cc1	0	5	4	4	2	11	-1	34*	4	7
Cc1cc(=O)oc2cc(OCC(=O)Nc3nnc(C4CC4)s3)ccc12	-1	0	3	1	-4	-1	2	3	-2	-2
CC(C)CC(c1nnnn1C1CCCCC1)N1CCN(C(=O)c2ccco2)CC1 (centres undefined)	1	0	0	-3	4	0	-1	1	1	0
CCN(CC)C(=O)CSc1nc2ccccc2c(=O)n1CCC(=O)NCc1ccc(F)cc1	-6	-1	6	5	3	1	2	0	5	0
Cc1ccc(C(=O)OC2CCOC2=O)cc1NC(=O)c1ccco1 (centres undefined)	3	4	2	0	5	2	0	1	16	3
Cc1cccc(OCCOC(=O)C2CCN(S(=O)(=O)c3ccc(C)c(C)c3)CC2)c1	0	-1	-21	-14	0	1	-4	-1	-6	3
COc1ccc(NC(=O)O/N=C/c2ccncc2)cc1	-2	-1	3	6	-2	1	0	0	8	-1
Cc1ccc(S(=O)(=O)N/N=C/c2cn(C)nc2C)cc1	2	3	-4	2	1	1	-6	-1	3	4
COc1ccc(OC)c2nc(-c3ccc4c(c3)OCO4)ccc12	6	2	-1	3	-7	-3	3	-1	1	1
CCN(CC)S(=O)(=O)c1ccc(N2CCCCC2)c(NC(=O)c2ccncc2)c1	-8	-1	-7	14	4	1	1	-2	-7	-4
COc1ccc(C)c(-n2c(N)cc(=O)n(Cc3ccccc3)c2=O)c1	2	-3	5	-6	6	2	3	2	2	3
CCN(CC)C(=S)NC(=O)c1cccnc1	-2	-4	-4	-2	1	2	2	1	5	1
Cc1ccc(OCC(=O)NC2CCS(=O)(=O)C2)c(C)c1 (centres undefined)	-2	5	5	8	3	15	11	3	4	3
N[C@H](CSCc1ccccc1)C(=O)Nc1ccc([N+](=O)[O-])cc1	4	-2	-20	-1	1	-2	2	-3	-4	3
CNc1cccc(-c2cccc(O)c2)n1	3	-4	x	3	-5	0	-2	-4	1	0
Cc1cc(C)cc(NC(=O)C2C3C=CC(O3)C2C(=O)O)c1 (centres undefined)	-1	7	7	0	-1	1	3	4	7	7
N#Cc1cc2ccncc2c2ccccc12	0	-18	-1	-7	-11	-16	-10	1	-3	9
O=S(=O)(NCc1ccc2c(c1)OCO2)c1ccc(F)c(F)c1	-5	-2	-6	2	-2	1	-4	-1	-3	-4
NC(=O)c1cc(Br)cc(C2CCCCC2)c1O	1	1	-23	-16	1	4	-3	-2	-1	-3
COc1ccc(N(C)S(=O)(=O)c2cccc(C(=O)N(C)Cc3ccc(C)o3)c2)cc1	-10	-6	1	-4	0	0	-1	-3	3	5
N=c1c(C(=O)NCc2ccco2)cc2c(=O)n3ccccc3nc2n1C1CCCC1	4	11	-6	8	2	-7	-2	4	0	6
O=C(c1ccc(F)cc1)C1CCN(C(=O)c2ccc(Cl)cc2)CC1	-6	-1	2	1	1	1	2	-3	8	5
COc1ccc(C(C(=O)NC(C)(C)C)N(Cc2cccs2)C(=O)CCC(=O)Nc2cc(C)on2)cc1 (centres undefined)	-11	-12	-15	2	-12	0	0	-3	-5	-2
COCCN1C(=O)/C(=C2/C(=O)N(CC(=O)Nc3ccccc3Cl)c3ccccc32)SC1=S	0	-1	-3	-1	3	3	3	2	0	-1
COc1ccc(/C=C2\CC3(OC(C)=O)CCCN2C3)cc1 (centres undefined)	0	2	x	1	-4	-3	3	2	5	x
CCc1nc2c(OCc3ccc(C#N)cc3)cccn2c1N(C)C(=O)C(C)C	1	-2	x	-1	2	-2	0	-1	9	3
Cc1nnsc1C(=O)N/N=C/c1ccccc1Cl	-4	2	2	-7	0	3	5	11	-5	-5
C[C@@H](C(=O)Nc1nc(-c2ccccn2)cs1)N1C(=O)C2CCCCC2C1=O (some centres undefined)	6	0	11	3	8	-2	0	15	-6	7
CC1=NN(c2ccccc2C(=O)O)C(=O)C1N=Nc1ccccc1 (centres undefined)	44*	-5	-2	18	1	-5	-4	0	-5	1
CCCn1c(N)c(N(CCOC)C(=O)c2cccc(C(F)(F)F)c2)c(=O)[nH]c1=O	1	1	-1	-5	-3	2	0	0	-2	-9
O=C1CCCN1CCC(=O)N1CCCC(Nc2ccc(F)cc2)C1 (centres undefined)	-2	0	3	1	-2	2	0	0	10	0
COC(=O)c1ccccc1S(=O)(=O)N1CCC(C(=O)OC(C)C(=O)Nc2ccccc2OC)CC1 (centres undefined)	-2	-3	-3	1	4	-1	1	-3	6	4
COc1ccc(O)cc1CN1CCN(c2ncc(Cc3ccccc3)cn2)CC1	3	-9	x	0	-14	0	2	-1	5	-7
COc1cccc(C(O)c2nc(-c3cccc(C#N)c3)cs2)c1 (centres undefined)	1	-6	x	-3	0	1	5	4	0	-7
COc1cc(NS(=O)(=O)c2ccc(NC(=S)NC(=O)COc3ccccc3OC)cc2)nc(OC)n1	44*	3	-5	-2	7	-1	-5	-5	0	4
O=[N+]([O-])c1cccc(COc2cccc(CN3CCCCC3)c2)c1	1	-5	-10	0	-5	-4	4	-3	-7	3
CN(C)CCCn1c2c(c(SCC(=O)Nc3cccc4ccccc34)nc1=O)CCCC2	1	4	10	4	-3	-5	-4	-1	-1	-4
OCCc1c[nH]c2ccccc12	-1	2	1	-2	-3	-2	0	-7	-2	6
CCCCc1nc2cc(C(=O)N3CCNC(=O)C3)ccc2o1	-4	5	5	-5	-9	3	1	2	0	0
CC1(C(=O)NCc2cccc(Cl)c2)Cc2c(-c3ccccc3)ccnc2O1 (centres undefined)	1	-7	x	10	-2	3	5	1	6	-5

2 consecutive entries out of the list so far, for reference:
structure	rCAG RNA binder	NPR1 activator	HTRA1 inh	mABHD4 FP	NPR2 activator	UHRF1 MBD2 ctr	MBD2 DNA inh	PRMT1 inh	SIAE primary	TCR-CD3 inh
N=c1c(C(=O)NCc2ccco2)cc2c(=O)n3ccccc3nc2n1C1CCCC1	4	11	-6	8	2	-7	-2	4	0	6
O=C(c1ccc(F)cc1)C1CCN(C(=O)c2ccc(Cl)cc2)CC1	-6	-1	2	1	1	1	2	-3	8	5

Other results
structure	rCAG RNA binder	NPR1 activator	HTRA1 inh	mABHD4 FP	NPR2 activator	UHRF1 MBD2 ctr	MBD2 DNA inh	PRMT1 inh	SIAE primary	TCR-CD3 inh
CCOC(=O)[C@H](CCc1ccccc1)N[C@@H](C)C(=O)N1C(C(=O)O)C[C@@H]2CCC[C@@H]21 (some centres undefined)	1	2	4	-13	-4	1	-8	-5	0	-14
CCOC(=O)NC(CC(=O)O)c1ccc(OC)cc1 (centres undefined)	5	5	2	5	-2	2	-1	0	1	8
CCOc1ccc(CCNC(=O)C2CCCN(S(=O)(=O)c3c(C)n[nH]c3C)C2)cc1OCC (centres undefined)	0	-2	-2	-20	3	4	-4	0	0	-2
O=C(NCCOC(=O)c1ccc([N+](=O)[O-])cc1)c1cccnc1	1	2	9	-4	-6	-1	1	-1	-1	-5
O=C1C2C3CC(C(Br)C3Br)C2C(=O)N1c1ccccn1 (centres undefined)	0	4	5	5	1	0	5	-2	-2	4
COc1ccc(C2=NN(C(=O)CN3CCOCC3)C(c3nc4ccccc4[nH]3)C2)cc1 (centres undefined)	-8	-2	-3	-4	-3	0	1	-1	6	-3
O=C(CCn1c(=O)sc2ccccc21)NC1CCCCC1	0	-4	8	-1	-3	0	-5	-1	8	2
C=CCNC(=S)Nc1sc2c(c1C(=O)OCC)CC(C(C)C)OC2 (centres undefined)	6	-3	-6	2	-6	0	1	0	6	-2
Cc1cccc(NN=C2c3ccccc3-c3ccccc32)c1	15	-2	5	1	0	-4	-4	3	6	-3
CCN(C1CCS(=O)(=O)C1)S(=O)(=O)c1ccc(Cl)s1 (centres undefined)	-1	2	10	-3	1	0	-4	1	1	5
COC(=O)c1cc2c(c3c4cc(OC)ccc4n(S(=O)(=O)c4cccc(C)c4)c13)C(=O)N(C)C2	11	-10	x	-12	-15	-6	-9	-1	1	0
O=C(Nc1nccs1)c1ccc(-c2ccccc2Cl)o1	7	1	-56	-4	-5	-3	0	2	-7	-1
Cc1ccccc1-c1nnc(SCC(=O)Nc2ccc3c(c2)OCCO3)n1N	-1	1	3	1	1	-1	1	1	-3	0
CCCCC(CC)CNC(=O)Cn1c(=O)[nH]c2ccsc2c1=O (centres undefined)	2	-4	-2	-3	-2	14	4	1	-2	-7
N#CC(C#N)c1ccnc2ccccc12	4	3	-7	9	0	-6	-12	2	8	3
CCOC(=O)c1cnc2ccc(Br)cc2c1NCCO	2	11	13	-3	-5	5	1	-3	-2	1
COc1ccc(/C=C(/CC(=O)Nc2ccc(C)cc2)c2nc3ccccc3s2)cc1	13	-4	-53	-11	1	-3	2	1	-7	1
COCCNC(=O)C(=O)NNS(=O)(=O)c1ccc2ccccc2c1	3	-1	0	3	8	-1	3	-1	-4	-2
C=CCN=C1N[C@@H](c2ccccc2)C(C(=O)OC)=C(C)N1CCOC	-3	-4	1	0	-6	20	7	-2	-4	7
O=C(CSc1nc2ccccc2c(=O)n1NC(=O)Cc1ccccc1)NCc1ccco1	4	-4	-4	1	7	1	-3	4	-1	-2

Grouped by structure: the compounds so far with bromine.
structure	rCAG RNA binder	NPR1 activator	HTRA1 inh	mABHD4 FP	NPR2 activator	UHRF1 MBD2 ctr	MBD2 DNA inh	PRMT1 inh	SIAE primary	TCR-CD3 inh
NC(=O)c1cc(Br)cc(C2CCCCC2)c1O	1	1	-23	-16	1	4	-3	-2	-1	-3
O=C1C2C3CC(C(Br)C3Br)C2C(=O)N1c1ccccn1 (centres undefined)	0	4	5	5	1	0	5	-2	-2	4
CCOC(=O)c1cnc2ccc(Br)cc2c1NCCO	2	11	13	-3	-5	5	1	-3	-2	1

Additional entries.
structure	rCAG RNA binder	NPR1 activator	HTRA1 inh	mABHD4 FP	NPR2 activator	UHRF1 MBD2 ctr	MBD2 DNA inh	PRMT1 inh	SIAE primary	TCR-CD3 inh
Cc1ccc(CNC(=O)CCC2CCCN(Cc3ccc4cccc(F)c4n3)C2)o1 (centres undefined)	-3	-2	x	-9	3	4	0	4	-2	-9
Cc1cnc(C(=O)OCC(=O)NC(=O)NC(C)C)cn1	1	2	3	-4	6	1	0	-1	-4	1
Cc1ccc(NC(=O)C2CCN(S(=O)(=O)c3ccc4c(c3)NC(=O)C(C)S4)CC2)cc1C (centres undefined)	8	-16	-38	-13	-12	-3	0	-1	-25	7
Cc1cccn2c(=O)c3cc(C(=O)NCCN4CCOCC4)c(=N)n(CCc4ccccc4)c3nc12	6	9	-2	-12	1	-12	-3	0	5	2
O=C(Nc1nnc(-c2ccccc2)o1)C1CCCN1S(=O)(=O)c1cccs1 (centres undefined)	3	1	0	3	2	-3	-2	-5	8	-3
Cc1ccc(S(=O)(=O)NC(=O)C2(C)CCN2C(=O)C2(c3ccc(Cl)cc3)CC2)cc1 (centres undefined)	57*	-1	x	4	-2	-1	0	-1	-1	5
CSc1nc2ccc3nc(NC(=O)c4ccc(C)cc4)sc3c2s1	4	-5	-12	1	-12	-2	2	0	-8	-3
CC(C)CC(NC(=O)C1CCC(C)CC1)C(=O)NCCN1CCOCC1 (centres undefined)	-1	0	0	0	-8	-1	2	-1	3	5
CC(=O)c1ccc(Nc2nc(=O)c3cccnc3s2)cc1	2	-2	-1	1	-5	5	3	1	5	11
CCSc1nnc(NC(=O)[C@H](C)NC(=O)c2ccccc2Cl)s1	1	-4	4	4	-6	1	3	3	7	-6

High-throughput results deposited in PubChem by several laboratories.
